ATXN2 expr inh = reduces ATXN2 reporter expression in HEK-293 cells; HEK-293 ATXN2-luciferase reporter, luminescence, 24 h; actives 0.72% (n = 360,000); Potency, µM (highest dose often 57 µM), for inactives: top-dose activity change, negative = inhibition, most hits filed as inhibitors; AID 1745845; active = well fitted inhibition curve with a large enough effect; inconclusive = small, poorly fitted or top-dose-only effect; inactive = no such curve, though single readings can be large or run the other way; also: nearly all actives have a fitted effect of over 55% in size
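qHTS (up to 57 uM final) was run with 24 h compound exposure of reporter cells at 37 °C. Each well was multiplexed: SteadyGlo luminescence measured ATXN2-luciferase expression after a fluorogenic Gly-Phe-AFC viability readout (25 uM final).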
* = called active by the depositor; ? = inconclusive; & = joins results of further samples; [ ] = another dose, or the depositor's remark. % is scaled to controls: 0 for no effect and ±100 for the full control effect; potency is read from the fitted curve at half-maximal effect. Some of the compounds tested (hit frequency here may not be typical).

| entry | SMILES | ATXN2 expr inh |
| --- | --- | --- |
| 1 | CS(=O)c1ccc(-c2nc(-c3ccc(F)cc3)c(-c3ccncc3)[nH]2)cc1 (stereo not given) | 5%[116 µM] |
| 2 | COc1ccc(Nc2cc(-c3cnc(N)nc3)nc(N3CCOCC3)n2)cn1 | ? |
| 3 | COc1ccc(CCN2CCN(CCCc3ccccc3)CC2)cc1OC | -20% |
| 4 | CCC(=O)NCC[C@@H]1CCc2ccc3c(c21)CCO3 | -15% |
| 5 | CN1N=C(N)c2cn([C@@H]3O[C@H](COP(=O)(O)O)[C@@H](O)[C@@H]3O)c3ncnc1c23 | 71%[activator] |
| 6 | C[C@H](NC(=O)Cc1cc(F)cc(F)c1)C(=O)N[C@H](C(=O)OC(C)(C)C)c1ccccc1 | ? |
| 7 | C=C1C(=O)OC(CCCCCCCC)C1C(=O)O (stereo not given) | 10% |
| 8 | CC(C)c1ccc(Cn2ccc3c4c(N)nc(NC5CC5)nc4ccc32)cc1 | 24µM* |
| 9 | OCCNC1CCCc2c1[nH]c1ccc(-c3ccccc3)cc21 (stereo not given) | ? |
| 10 | Cc1csc(NC(=O)c2sc3nc4c(c(C(F)(F)F)c3c2N)CCC4)n1 | 0.097µM* |

Compounds above with an NH in an aromatic ring (2):
| entry | SMILES | ATXN2 expr inh |
| --- | --- | --- |
| 1 | CS(=O)c1ccc(-c2nc(-c3ccc(F)cc3)c(-c3ccncc3)[nH]2)cc1 (stereo not given) | 5%[116 µM] |
| 9 | OCCNC1CCCc2c1[nH]c1ccc(-c3ccccc3)cc21 (stereo not given) | ? |

New compounds follow
| entry | SMILES | ATXN2 expr inh |
| --- | --- | --- |
| 11 | O=C(O)[C@H]1O[C@H](Oc2cc3oc(-c4ccccc4)cc(=O)c3c(O)c2O)[C@H](O)[C@@H](O)[C@H]1O | -19% |
| 12 | CCNC(=O)[C@@H]1CCCN1C(=O)[C@H](CCCN=C(N)N)NC(=O)[C@H](CC(C)C)NC(=O)CNC(=O)[C@H](Cc1ccc(O)cc1)NC(=O)[C@H](CO)NC(=O)[C@H](Cc1c[nH]c2ccccc12)NC(=O)[C@H](Cc1cnc[nH]1)NC(=O)[C@@H]1CCC(=O)N1 | 11% |
| 13 | CN[C@@H](C)C(=O)N[C@H]1CCCC[C@H]2CC[C@@H](C(=O)N[C@@H](c3ccccc3)c3cn(CCCCc4ccc(CCCCn5cc([C@@H](NC(=O)[C@@H]6CC[C@@H]7CCCC[C@H](NC(=O)[C@H](C)NC)C(=O)N76)c6ccccc6)nn5)cc4)nn3)N2C1=O | -3% |
| 14 | O=C(O)[C@H](Cc1c[nH]c2ccccc12)N1C(=O)c2ccccc2C1=O | 7%[116 µM] |
| 15 | CC(=O)NC(CS)C(=O)O (stereo not given) | 6% |
| 16 | CC(C)C[C@H](NC(=O)CNC(=O)[C@H](Cc1ccc(O)cc1)NC(=O)[C@H](CO)NC(=O)[C@H](Cc1c[nH]c2ccccc12)NC(=O)[C@H](Cc1cnc[nH]1)NC(=O)[C@@H]1CCC(=O)N1)C(=O)N[C@@H](CCCN=C(N)N)C(=O)N1CCC[C@H]1C(=O)NCC(N)=O (stereo in doubt) | -5% |
| 17 | COc1ccc(CCC(C)=O)cc1 | 6% |
| 18 | O=C(Nc1cccc(Br)c1)c1cccc(S(=O)(=O)N2CCCCCC2)c1 | ? |
| 19 | CCOC(=O)N[C@@H]1CC[C@@H]2[C@@H](C1)C[C@H]1C(=O)O[C@H](C)[C@H]1[C@@H]2C=Cc1ccc(-c2cccc(F)c2)cn1 | ? |
| 20 | CCCCCC[C@@H](CCC)C(=O)O | -13% |

Quoted from the listing.
no. 12 | ATXN2 expr inh: 11%
no. 15 | ATXN2 expr inh: 6%
no. 13 | ATXN2 expr inh: -3%

Next compounds follow:
| entry | SMILES | ATXN2 expr inh |
| --- | --- | --- |
| 21 | CCN1CCN(c2cc(-c3ccc(F)cc3)c3c(n2)CCCCCC3)CC1 | 0%[25.6 µM] |
| 22 | O=C(O)CCC(=O)OC[C@@H](NC(=O)C(Cl)Cl)[C@H](O)c1ccc([N+](=O)[O-])cc1 | -8% |
| 23 | CO/N=C(\C(=O)N[C@@H]1C(=O)N2C(C(=O)O)=C(CSc3nc(=O)c(O)nn3C)CS[C@H]12)c1csc(N)n1 | 13% |
| 24 | CC1C(=O)OC2C(O)C34C5CC(C(C)(C)C)C36C(OC(=O)C6O)OC4(C(=O)O5)C12O (stereo not given) | 1% |
| 25 | CC1=C(C(=O)Nc2cc3cn[nH]c3cc2F)C(c2ccc(Cl)cc2F)N=C(c2ccnc(Cl)c2)N1 (stereo not given) | -1% |
| 26 | CN1C(=O)C[C@H](C(=O)N[C@@H](Cc2cnc[nH]2)C(=O)N2CCC[C@@H]2C(N)=O)NC1=O | 2% |
| 27 | COc1ccc2c(Oc3ccc(NC(=O)c4c(C)n(CC(C)(C)O)n(-c5ccccc5)c4=O)nc3)ccnc2c1 | -8% |
| 28 | CCC1(c2cnc[nH]2)Cc2ccccc2C1 | 1% |
| 29 | Nc1ncnc2c1c(-c1cccc(OCc3ccccc3)c1)cn2C1CC(CN2CCCC2)C1 (stereo not given) | 31µM* |
| 30 | O=C1[C@H](CC[C@H](O)c2ccc(F)cc2)[C@@H](c2ccc(O)cc2)N1c1ccc(F)cc1 | 13% |

Remaining list, next part
| entry | SMILES | ATXN2 expr inh |
| --- | --- | --- |
| 31 | CC(=O)N[C@@H](CCC(N)=O)C(=O)O | 5% |
| 32 | COc1ccc2nc(SCc3ncc(C)c(OC)c3C)[nH]c2c1 | 5% |
| 33 | CC(C)N(CC[C@H](c1ccccc1)c1cc(CO)ccc1O)C(C)C | -7% |
| 34 | Cc1ccc2ccc(Cl)cc2n1 | 17% |
| 35 | COC(=O)N[C@H](C(=O)N[C@@H](Cc1ccccc1)[C@@H](O)CN(Cc1ccc(-c2ccccn2)cc1)NC(=O)[C@@H](NC(=O)OC)C(C)(C)C)C(C)(C)C | -18%&-2% |
| 36 | CCCCc1ccc(NS(=O)(=O)c2ccc(C)c(C(=O)N3CCN(c4cccc(C)c4C)CC3)c2)cc1 | ? |
| 37 | O=c1[nH]c(=O)n([C@H]2O[C@H](CO)[C@@H](O)[C@@H]2O)cc1/C=C\Br | -9% |
| 38 | COc1ccc(S(=O)(=O)Nc2cccnc2Nc2ccc(O)cc2)cc1 | -15% |
| 39 | CC(C)(O)CC[C@@H](O)[C@](C)(O)[C@H]1CC[C@@]2(O)C3=CC(=O)[C@@H]4C[C@@H](O)[C@@H](O)C[C@]4(C)[C@@H]3CC[C@]12C | -13% |
| 40 | N#Cc1c(NC(=O)c2cccc3ccccc23)sc2c1CCCC2 | 12% |

Remaining list, next part
item	canonical_smiles	ATXN2 expr inh
41	Cc1ccc(C2=Nc3ccc(Cl)cc3OC2)cc1	38%[activator]
42	Nc1ccccc1NC(=O)c1ccc(CNC(=O)OCc2cccnc2)cc1	102%[activator]
43	CCOC(=O)O[C@]1(C(=O)OCCl)CC[C@H]2[C@@H]3CCC4=CC(=O)C=C[C@]4(C)[C@H]3[C@@H](O)C[C@@]21C	6%
44	CCCCOC(=O)CC(CC(=O)OCCCC)(OC(C)=O)C(=O)OCCCC	4%
45	Fc1ccc(CNc2ncnc3ccc(F)cc23)cc1	?
46	CCCCCCCCCCCCOCCO	15%
47	C[C@@]1(c2cc(-c3cncnc3)c(F)cc2F)CCSC(N)=N1	14%
48	CC1(C)Cc2c(-c3ccccc3)c(-c3ccc(Cl)cc3)c(CC(=O)O)n2C1	?
49	Nc1ccn([C@@H]2O[C@H](CO)[C@@H](O)C2(F)F)c(=O)n1	32µM*
50	CN(c1ncccc1CNc1nc(Nc2ccc3c(c2)CC(=O)N3)ncc1C(F)(F)F)S(C)(=O)=O	4.3µM*
51	COC(=O)Nc1nc2ccc(C(=O)c3ccc(F)cc3)cc2[nH]1	-10%
52	CN(C)c1ccc(-c2nc3ncc(Cl)c(N4CCN(CC(=O)Nc5nccs5)CC4)c3[nH]2)cc1	14%
53	CCOC(=O)C1=C(C)NC2=C(C(=O)CC(C)(C)C2)C1c1ccc(-c2ccccc2)cc1 (stereo not given)	?
54	CCCCCN(CCCOC)C(=O)C(CCC(=O)O)NC(=O)c1ccc(Cl)c(Cl)c1 (stereo not given)	6%
55	CN1CCN(N)CC1	-4%
56	O=[N+]([O-])c1ccc(/C=N\O)o1	2%
57	CC=C(C(=CC)c1ccc(O)cc1)c1ccc(O)cc1	-13%
58	C[C@@H](O)[C@H]1C(=O)N2C(C(=O)OCOC(=O)C(C)(C)C)=C(SC3CN(C4=NCCS4)C3)[C@H](C)[C@H]12	-4%
59	NC(CO)(CO)CCc1ccc(Sc2cccc(OCc3ccccc3)c2)cc1Cl	?
60	COc1cc2ncnc(Nc3cccc(Br)c3)c2cc1OC	-27%

Additional compounds
item	canonical_smiles	ATXN2 expr inh
61	CC(C)c1c(C(=O)Nc2ccccc2)c(-c2ccccc2)c(-c2ccc(F)cc2)n1CC[C@H](O)C[C@@H](O)CC(=O)O	19%
62	C[C@@H]1C(=O)O[C@H]2CC34[C@H]5C[C@@H](C(C)(C)C)C36[C@H](OC(=O)[C@@H]6O)O[C@@]4(C(=O)O5)[C@]21O (stereo not given in full)	0%
63	COc1cc(F)c(C(C)C)cc1-c1ccc(C(F)(F)F)cc1CN1C(=O)O[C@H](c2cc(C(F)(F)F)cc(C(F)(F)F)c2)[C@@H]1C	-9%
64	CCCCCCCCCCCCCCCCCCNC(=O)OC1CCN(C(=O)OC[C@H](COC(=O)N(Cc2cccc[n+]2CC)C(=O)c2ccccc2OC)OC)CC1	35µM*
65	Cc1ccc2c(=O)c3cccc(CC(=O)O)c3oc2c1C	24µM*
66	CC(C)c1onc(-c2c(Cl)cccc2Cl)c1COc1ccc(C=Cc2cccc(C(=O)O)c2)c(Cl)c1	44%[activator]
67	O=C(CCOCCOCCOCCOCCC(=O)Nc1c(I)cc(I)c(C(=O)O)c1I)Nc1c(I)cc(I)c(C(=O)O)c1I	6%
68	C[C@H](NC(=O)Cc1cc(F)cc(F)c1)C(=O)N[C@@H]1C(=O)N(C)c2ccccc2-c2ccccc21	?
69	COC[C@H](NC(=O)c1cnc(C)s1)C(=O)N[C@@H](COC)C(=O)N[C@@H](Cc1ccccc1)C(=O)[C@@]1(C)CO1	0.22µM*
70	C[C@@]1(C(=O)Nc2ccc(F)nc2)CCCN1c1nc(Nc2cc(C3CC3)[nH]n2)c2cccn2n1	?
71	CCc1c2c(nc3ccc(O)cc13)-c1cc3c(c(=O)n1C2)COC(=O)[C@]3(O)CC	0.0061µM*
72	O=C1c2cccc3c2[C@H](CCC3)CN1[C@@H]1CN2CCC1CC2	?

Compounds above containing a COOH group, in the order listed:
item	canonical_smiles	ATXN2 expr inh
7	C=C1C(=O)OC(CCCCCCCC)C1C(=O)O (stereo not given)	10%
11	O=C(O)[C@H]1O[C@H](Oc2cc3oc(-c4ccccc4)cc(=O)c3c(O)c2O)[C@H](O)[C@@H](O)[C@H]1O	-19%
14	O=C(O)[C@H](Cc1c[nH]c2ccccc12)N1C(=O)c2ccccc2C1=O	7%[116 µM]
15	CC(=O)NC(CS)C(=O)O (stereo not given)	6%
20	CCCCCC[C@@H](CCC)C(=O)O	-13%
22	O=C(O)CCC(=O)OC[C@@H](NC(=O)C(Cl)Cl)[C@H](O)c1ccc([N+](=O)[O-])cc1	-8%
23	CO/N=C(\C(=O)N[C@@H]1C(=O)N2C(C(=O)O)=C(CSc3nc(=O)c(O)nn3C)CS[C@H]12)c1csc(N)n1	13%
31	CC(=O)N[C@@H](CCC(N)=O)C(=O)O	5%
48	CC1(C)Cc2c(-c3ccccc3)c(-c3ccc(Cl)cc3)c(CC(=O)O)n2C1	?
54	CCCCCN(CCCOC)C(=O)C(CCC(=O)O)NC(=O)c1ccc(Cl)c(Cl)c1 (stereo not given)	6%
61	CC(C)c1c(C(=O)Nc2ccccc2)c(-c2ccccc2)c(-c2ccc(F)cc2)n1CC[C@H](O)C[C@@H](O)CC(=O)O	19%
65	Cc1ccc2c(=O)c3cccc(CC(=O)O)c3oc2c1C	24µM*
66	CC(C)c1onc(-c2c(Cl)cccc2Cl)c1COc1ccc(C=Cc2cccc(C(=O)O)c2)c(Cl)c1	44%[activator]
67	O=C(CCOCCOCCOCCOCCC(=O)Nc1c(I)cc(I)c(C(=O)O)c1I)Nc1c(I)cc(I)c(C(=O)O)c1I	6%
